Compound activity deposited in PubChem by National Center for Advancing Translational Sciences (NCATS).
KDM5B inhibitor = blocks human KDM5B histone demethylase activity; KDM5B demethylase, FDH-coupled NADH fluorescence (FDH is formaldehyde dehydrogenase); Potency, µM (highest dose often 57.7 µM), for inactives: at the highest dose activity change, negative = inhibition, most hits filed as inhibitors; 2.6% of 220,000 active; AID 1347165; active = well fitted inhibition curve with a large enough effect; inconclusive = small, poorly fitted or top-dose-only effect; inactive = no such curve, though single readings can be large or run the other way; also: 0% is about no effect; nearly all actives have a fitted effect of over 70% in size
Target sequence (Q9UGL1 whole entry, looked up): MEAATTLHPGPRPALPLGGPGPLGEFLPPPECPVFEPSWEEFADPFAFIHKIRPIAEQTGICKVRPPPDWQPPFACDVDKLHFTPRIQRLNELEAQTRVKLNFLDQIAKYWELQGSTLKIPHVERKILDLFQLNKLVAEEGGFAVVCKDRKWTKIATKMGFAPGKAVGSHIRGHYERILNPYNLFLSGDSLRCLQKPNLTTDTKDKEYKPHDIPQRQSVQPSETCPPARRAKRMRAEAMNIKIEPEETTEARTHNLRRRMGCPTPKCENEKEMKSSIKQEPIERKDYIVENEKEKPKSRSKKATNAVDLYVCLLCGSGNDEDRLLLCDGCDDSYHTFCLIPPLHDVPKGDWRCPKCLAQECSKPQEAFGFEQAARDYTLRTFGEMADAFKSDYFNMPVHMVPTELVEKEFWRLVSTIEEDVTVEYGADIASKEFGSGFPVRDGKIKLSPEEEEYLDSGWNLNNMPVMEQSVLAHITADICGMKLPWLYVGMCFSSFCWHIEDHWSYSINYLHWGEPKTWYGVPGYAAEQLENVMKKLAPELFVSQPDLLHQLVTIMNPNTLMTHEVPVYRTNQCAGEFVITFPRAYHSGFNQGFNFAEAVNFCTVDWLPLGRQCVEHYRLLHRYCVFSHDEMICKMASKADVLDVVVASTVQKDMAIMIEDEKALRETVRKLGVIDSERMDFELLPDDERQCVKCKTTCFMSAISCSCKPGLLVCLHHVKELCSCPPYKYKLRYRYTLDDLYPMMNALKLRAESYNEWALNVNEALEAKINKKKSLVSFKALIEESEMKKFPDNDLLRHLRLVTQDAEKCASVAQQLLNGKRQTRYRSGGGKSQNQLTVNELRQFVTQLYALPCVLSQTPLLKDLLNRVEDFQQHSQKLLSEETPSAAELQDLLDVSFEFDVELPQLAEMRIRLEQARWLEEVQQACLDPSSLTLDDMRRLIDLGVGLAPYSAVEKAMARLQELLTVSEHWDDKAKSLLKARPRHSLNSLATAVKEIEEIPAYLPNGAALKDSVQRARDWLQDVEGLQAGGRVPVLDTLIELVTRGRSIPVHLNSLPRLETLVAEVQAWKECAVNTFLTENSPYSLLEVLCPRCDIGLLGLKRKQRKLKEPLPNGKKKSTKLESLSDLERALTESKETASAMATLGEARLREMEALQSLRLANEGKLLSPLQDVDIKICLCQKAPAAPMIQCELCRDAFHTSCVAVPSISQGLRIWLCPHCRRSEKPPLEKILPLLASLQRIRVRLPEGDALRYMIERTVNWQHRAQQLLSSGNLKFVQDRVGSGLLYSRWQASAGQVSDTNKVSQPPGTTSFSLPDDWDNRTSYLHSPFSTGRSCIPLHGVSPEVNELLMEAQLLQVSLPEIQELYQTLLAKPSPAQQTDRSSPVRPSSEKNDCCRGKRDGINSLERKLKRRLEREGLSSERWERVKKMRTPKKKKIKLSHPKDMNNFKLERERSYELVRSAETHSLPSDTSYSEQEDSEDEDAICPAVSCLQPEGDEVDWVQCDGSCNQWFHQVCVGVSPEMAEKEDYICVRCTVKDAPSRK
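qHTS format, multiple compound concentrations. Buffer 50 mM HEPES pH 7.5/0.01% Tween-20; 200 nM KDM5BΔAP final; 10 min compound preincubation; substrate-mix levels 12.5 µM peptide, 25 µM α-KG, 0.25 mM NAD⁺; 30 min RT; ΔRFU.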
* = called active by the depositor; ? = inconclusive; & = joins results of further samples; ! = not active in a repeat; [ ] = dose if it differs, or a comment. Potency is read from the fitted curve at half-maximal effect. The list is partial, so the mix of outcomes need not match the whole.

SMILES	KDM5B inhibitor
COc1ccc(Nc2cnc3ccc(-c4ccccc4)nn23)cc1OC	?
O=C(Nc1cc(-c2nc3cc(Cl)ccc3o2)ccc1Cl)c1cccs1	-5.5%
CN1CCC2(C1)CN(Cc1ccccc1)c1ccc(C(=O)NC3CCC(O)CC3)cc12 (stereo not given)	39.8µM*
Cc1cccc(NC(=O)CCc2ncc(-c3ccc(F)cc3F)o2)c1	12.0%
COc1ccc(C(=O)N2CCN(c3nnc4ccccn34)CC2)cc1OC	25.1µM*
CCCC(=O)Nc1ccc(C(=O)Nc2cc(C)cc(C)c2)cc1	1.0%
CN(Cc1ccco1)C(=O)c1ccc2c(c1)N(Cc1ccccc1F)C(=O)c1ccccc1S2	?
O=C(Nc1ccccc1Cc1ccccc1)c1cccc[n+]1[O-]	11.7%
Cc1ccc2oc(C(=O)O)c(C)c2c1	7.5%
CC#CC(CCCN(C)Cc1ccccc1)(c1ccccc1)c1ccccc1	10.1%
COc1ccc2c(C)c(CC(=O)Nc3ccc(C(C)=O)cc3)c(=O)oc2c1OC	-12.4%
COCc1nnc2n1CCC(NC(=O)CCc1c(C)noc1C)CC2 (stereo not given)	4.0%
CC1(N(O)C=C2C=CC(=O)C=C2)CCCCC1=O (stereo not given)	1.1%
Cc1ccc(-c2cnc([C@@H]3COCCN3C)[nH]2)cc1	1.0%[115 µM]
Cc1cccc(NC(=O)CSc2nnc(COc3ccc(Cl)cc3)n2Cc2ccco2)c1	-25.8%
Cc1ccc(CN2CCOc3cc([S+](=O)([O-])N(C)C)ccc3C2)c(F)c1	-17.1%[86.2 µM]
CCn1c(=O)c2cc(C(=O)NCCc3cc(OC)ccc3OC)sc2c2ccccc21	-4.8%
CC(C)(C)OC(=O)N1CCC(c2c(C(=O)NCCN3CCCC3)cnn2-c2ccc(Cl)cc2)CC1	-24.1%
O=C(C1CC1)N1CCc2nc(-c3ccccc3)nc(-c3ccc(Cl)cc3)c2C1	-7.9%
Cc1cccc(CNC(=O)c2c(C)noc2-c2ccc(OC(F)(F)F)cc2)c1	-1.2%
CCOC(=O)c1cccc(Nc2cc(-c3ccccc3)ncn2)c1	?
N#CC1(NC(=O)COC(=O)c2nn(Cc3ccccc3)c(=O)c3ccccc23)CCCCC1	-10.0%
CC(=O)NC(C)(CC(=O)c1ccccc1)c1ccccc1 (stereo not given)	-8.5%
COc1ccccc1-c1ccc2ncc(Nc3ccc(CN4CCN(C)CC4)cc3)n2n1	-31.8%[86.2 µM]
CC(C)NC(=O)NCc1nnc2n1C(C(=O)NC(C)C)CC2 (stereo not given)	-1.5%[149 µM]
COc1cccc(-c2cn3c(n2)N(C(=O)Cn2ccnc2)CCC3)c1	-23.5%
COc1ccc(CNCCCSc2nnnn2C)c(OC)c1	-7.0%
CCOc1ccc2c(c1)c(=O)c(C(=O)c1ccc(CC)cc1)cn2CC(=O)Nc1cccc(Cl)c1	-14.0%
COC(=O)[C@@H](C)NC(=O)[C@H]1CN(C(=O)Nc2ccccc2)CCN1C(=O)NC(C)C	18.0%[86.2 µM]
Cn1ncc2c(Nc3cccc(F)c3)ncnc21	?
O=C(/C=N/O)Nc1ccc2sc3ccccc3c2c1	-5.7%
CCOC(=O)C(=O)NCc1ccccc1	20.6%
CCc1cccc(-n2nnc(S(=O)(=O)c3ccc(OC)cc3)c2C)c1	-11.0%
COc1ccc(CCCc2nnc(SCC(=O)Nc3ccc(C)cc3)o2)cc1C	11.2%&-28.3%
Cc1cnn(C2(C(=O)O)CCN(S(=O)(=O)c3ccccc3)CC2)c1	-13.9%
O=C(NC(Cc1ccccc1)C(=O)N1CCN(c2ncccn2)CC1)c1cccs1 (stereo not given)	-22.0%
O=S(=O)(NCC(c1ccco1)N1CCOCC1)c1ccc(F)cc1 (stereo not given)	-25.4%
COc1ccccc1OCC(=O)NCC1CCCN(Cc2ccc(C3CCCC3)s2)C1 (stereo not given)	-18.8%
Cc1cccc(NC(=O)c2ccc3[nH]c(C)c(C)c3c2)c1	-4.2%
c1cnc2nc(-c3c[nH]c4ccccc34)[nH]c2c1	35.5µM*!

Some of the entries so far, as labelled records:
N#CC1(NC(=O)COC(=O)c2nn(Cc3ccccc3)c(=O)c3ccccc23)CCCCC1
  KDM5B inhibitor = -10.0%
CCOC(=O)C(=O)NCc1ccccc1
  KDM5B inhibitor = 20.6%
O=C(/C=N/O)Nc1ccc2sc3ccccc3c2c1
  KDM5B inhibitor = -5.7%
COC(=O)[C@@H](C)NC(=O)[C@H]1CN(C(=O)Nc2ccccc2)CCN1C(=O)NC(C)C
  KDM5B inhibitor = 18.0%[86.2 µM]

Printed as active in KDM5B inhibitor, among the entries above:
SMILES	KDM5B inhibitor
CN1CCC2(C1)CN(Cc1ccccc1)c1ccc(C(=O)NC3CCC(O)CC3)cc12 (stereo not given)	39.8µM*
COc1ccc(C(=O)N2CCN(c3nnc4ccccn34)CC2)cc1OC	25.1µM*
c1cnc2nc(-c3c[nH]c4ccccc34)[nH]c2c1	35.5µM*!

Next section.
SMILES	KDM5B inhibitor
COc1ccc(CC(=O)N2CC(c3nnc(C(C)C)o3)C3(CCOCC3)C2)cc1Cl (stereo not given)	1.0%
CN(CC(=O)Nc1ccc(F)cc1Cl)Cc1cccs1	15.4%
CCc1ccccc1NC(=O)N1CCC2(CC1)SCC(=O)N2Cc1ccco1	2.7%
Cc1nn(CCCC(=O)Nc2ccccc2C(F)(F)F)c(=O)c2c1sc1ccccc12	-24.8%
NS(=O)(=O)c1ccc(NC(=O)c2cc(-c3cccs3)nc3ccccc23)cc1	?
CN(C)c1ccc(NC(=O)c2cccc3ccccc23)cc1	-4.9%
O=c1ncn(Cc2ccccc2)c2ccc(-c3ccc(F)cc3)nc12	35.5µM*
Cc1ccc(-n2nc(C)c3c(C(F)(F)F)cc(-c4cccnc4)nc32)cc1Cl	9.7%
N#Cc1cccc(-c2cn3c(n2)N(C(=O)C2CCC2)CCC3)c1	22.4µM*
CCOC(=O)c1nn(Cc2ccccc2)c2c1CN(C(=O)CC1C(=O)Nc3ccc(OC)cc31)CC2 (stereo not given)	34.7%[activator]
COc1ccc(S(=O)(=O)N(CC(=O)NCC2CCCO2)c2ccc(Cl)cc2)cc1 (stereo not given)	11.1%
Cc1ccc(CNCc2cccn2-c2nnc(N3CCCC3)s2)cc1	-4.1%
Cc1ccsc1-c1nc2ccccc2s1	?
Cn1ncc(N2CCN(CC3(O)CCCNC3)CC2)cc1=O (stereo not given)	-23.5%
CCOc1ccccc1C(=O)Nc1c(C(=O)N2CCN(Cc3ccccc3)CC2)oc2ccccc12	?
O=C(C1CCCCC1)N1CCC(N2C(=O)C(O)C23CCCCC3)CC1 (stereo not given)	18.0%
CCC1(C(=O)Nc2cccc(OC)c2)CCCCC(=O)N1 (stereo not given)	-22.3%
CCOC(=O)CSc1nc(-c2ccc(OC)cc2)cc(C(F)(F)F)c1C#N	?
CC(C)c1ccc(NS(=O)(=O)c2ccc3[nH]c(=O)ccc3c2)cc1	-17.5%
O=C(CSc1ncnc2sc3c(c12)CCC3)NCc1ccc(F)cc1	2.7%
CC(O)c1ccc(-c2ccc(CNC3CCCC3)o2)cc1 (stereo not given)	?
O=C(NCc1ccncc1)c1ccc2c(c1)OCCN(c1ccccc1)C2	-20.5%[86.2 µM]
Cc1cnc(C2CCN(C(=O)NC(C)C)C2)n1C(C)C (stereo not given)	-6.7%
O=C(NCC(O)c1cccc(Cl)c1)Nc1nnc(C2CC2)s1 (stereo not given)	1.0%
O=S(=O)(Nc1cccc(-c2ccc(N3CCCCC3)nn2)c1)c1ccc(Cl)s1	-23.7%
O=C(Nc1cccc2ccccc12)N[C@H]1CO[C@H]2[C@@H]1OC[C@@H]2n1nnnc1-c1ccc2c(c1)OCO2	?
O=C(c1ccc2c(c1)OCO2)N1CCCN(C(=O)C2CC2)c2ccccc21	13.2%
CCOc1ccccc1NC(=O)Cn1c(-c2cccc(Cl)c2)nc(C)c(CCO)c1=O	-4.9%
Cc1cccc2c(C(=O)O)cc(-c3ccco3)nc12	?
CC(C)n1cc(C(=O)NCc2cccnc2Oc2ccc(F)cc2F)cn1	32.9%
CCSc1cnn(-c2ccccc2)c(=O)c1Cl	-5.6%
COc1ccc(NC(=O)N2CCc3c(sc4c3CCCC4)C2c2ccccc2OC)cc1 (stereo not given)	-8.2%
COc1cccc(SC(C)C(=O)NC(C)(C)C)c1 (stereo not given)	?
CN(C)S(=O)(=O)c1ccc(N2CCCCC2)c(C(=O)OC(C(=O)NC2CC2)c2ccccc2)c1 (stereo not given)	4.1%
O=C(Cn1cnc2onc(-c3ccc(Cl)cc3)c2c1=O)Nc1ccc(F)cc1	1.9%
CCCC(=O)c1ccc(OC(=O)c2c(-c3ccccc3Cl)noc2C)cc1	?
O=C(NCc1ccc(CN2CCCCC2)cc1)c1cc(=O)[nH]c2ccccc12	-24.3%
O=C(CN1C(=O)NC(Cc2c[nH]c3ccccc23)C1=O)NCCc1ccccc1 (stereo not given)	4.7%
O=C(Nc1cccc(-c2nc3ccccc3[nH]2)c1)c1ccccc1F	-29.4%
CCc1ccc(OCC(=O)Nc2ccc3oc(-c4ccccc4)nc3c2)c(-n2cnnc2)c1	?
COCCNC(=O)c1c(C)sc2ccn(Cc3ccc(F)cc3)c(=O)c12	-20.4%
COc1cccc(CNC(=O)C2Cn3cccc3C(=O)N2Cc2cccnc2)c1 (stereo not given)	-13.3%
CCN(CC)C(=O)C(NC(=O)c1cccc(C)c1)C1CCN(C(=O)C2CC2)CC1 (stereo not given)	-8.5%
CN1CC(=O)N(c2ccccc2)Cc2c(NCC(C)(C)C)ncnc21	-6.5%[86.2 µM]
CC(=O)Oc1ccc2c(=O)c(-c3ccc(Cl)cc3)coc2c1	4.1%
O=C(CSc1nc(-c2ccccc2)nc2cc(=O)[nH]n12)Nc1ccccc1F	3.8%
CC1CCN(C(=O)C(C)n2cnc3c2c(=O)n(C)c(=O)n3C)CC1 (stereo not given)	6.2%
CC1(C)CCCC(C)(C#CCN2CCC(Cc3ccccc3)CC2)O1 (stereo not given)	-4.3%
Cc1ccc2nc(-c3ccccc3)cc(C(=O)NCCN3CCOCC3)c2c1	?
O=C(CC1CCOC2(CCN(S(=O)(=O)c3ccccc3)CC2)C1)N1CCOCC1 (stereo not given)	9.1%
Cc1cc(NC(=O)Cn2cnc3c2c(=O)n(C)c(=O)n3C)ccc1Br	-0.6%
Cn1nc(C2CCN(C(=O)C3CCCO3)CC2)c2c1CCOC2 (stereo not given)	9.3%
CCCCC1CCC(c2nc3ccccc3[nH]2)CC1 (stereo not given)	-1.6%
CC(C)OCCCNC(=O)c1cc(C2CC2)nc2onc(C3CCNC3)c12 (stereo not given)	?
CCC(=O)N1CCc2cc(S(=O)(=O)NC(Cc3ccccc3)C(=O)Nc3ccc(C)cc3)ccc21 (stereo not given)	4.1%
O=C(C[C@@H]1CCNC[C@@H]1Cc1cc(CSc2ccccc2)on1)NCc1ccc(F)cc1	-13.6%
COc1ccc(-n2c(SCC(=O)O)nnc2-c2ccc(NC(=O)c3ccccc3)cc2)cc1	37.8%
CN1CC(=O)N(C2CCNC2)Cc2c(NC3CCCC3)ncnc21 (stereo not given)	?
[O-]/[N+](=C\c1ccc2ccccc2n1)c1ccccc1	?
Cc1noc([C@@H]2CC(F)(F)CN2C(=O)CCc2c(C)noc2C)n1	3.5%

Reformatted as comma-separated lines: two of the compounds above
mol,KDM5B inhibitor
CC1CCN(C(=O)C(C)n2cnc3c2c(=O)n(C)c(=O)n3C)CC1 (stereo not given),6.2%
CC1(C)CCCC(C)(C#CCN2CCC(Cc3ccccc3)CC2)O1 (stereo not given),-4.3%

(next part)
SMILES	KDM5B inhibitor
O=c1[nH]c2ccc(-c3csc(Nc4ccc(F)cc4)n3)cc2o1	-16.0%
Nc1nnnn1/N=C/c1ccc(Cl)cc1	7.2%
O=C(C1CC(=O)N(c2n[nH]c3ccccc23)C1)N1CCC(c2noc3cc(F)ccc23)CC1 (stereo not given)	?
O=c1[nH]c(CSc2nnc(-c3ccccc3F)n2C2CC2)nc2ccc(Cl)cc12	1.5%
CCN1C(=O)C2CC3(CCN(C(=O)CCc4ccccc4)CC3)CN2C1=O (stereo not given)	-6.8%
CCCn1c(NC(=O)c2oc3ccc(OC)cc3c2C)nc2ccccc21	-6.3%
Cc1ccc(NC(=O)CSc2nnc(-c3ccccn3)n2N)c(Br)c1	-17.2%
COc1ccc(CNC(=O)Cc2cccc(C(F)(F)F)c2)cc1OC	18.6%
O=C(O)c1cc2ccc(Br)cc2[nH]1	4.6%
COc1cccc(OC)c1C(=O)OCC(N)=O	19.7%
Cn1cnc(C(=O)N2CCCCCCn3c(nnc3-c3ccc(F)cc3)CC2)c1	?
COc1cc([N+](=O)[O-])cc(/C=N/NC(=O)c2cc(C)nc3ccccc23)c1O	?
COc1ccc(OCc2nc(C#N)c(NCc3ccccc3Cl)o2)cc1	?
O=C(NCCc1ccccc1)c1nn(-c2ccc(F)cc2)nc1CO	?
COc1ccc(NC(=O)c2oc3ccc(S(=O)(=O)N4CCOCC4)cc3c2C)cc1	-5.2%
COc1ccc(C(=S)N2CCOCC2)cc1OC(=O)c1ccc([N+](=O)[O-])cc1[N+](=O)[O-]	-0.6%
CC(C)(C)c1ccccc1NC(=O)c1ccc2c(c1)SC1=NS(=O)(=O)CCN12	20.2%
O=C(c1cn[nH]c1-c1ccccc1)N1CC2CC(C1)[C@H]1CCCC(=O)N1C2 (stereo not given in full)	-12.0%
COc1ccc(-c2c(C)c3ccc(OCC(=O)OC(C)(C)C)cc3oc2=O)cc1OC	19.8%
Cc1cccc(CC(=O)N2CCCCC2c2nc(C3CC3)n[nH]2)c1 (stereo not given)	-8.1%
COCCNC(=O)C(C)[C@@H]1CC[C@@]2(C)CC[C@H](NC(=O)c3cnccn3)[C@@H](C)[C@@H]2[C@H]1O (stereo not given in full)	?
